# Growth percent in the NCI-60 one-dose screen (48 h, 10 µM unless noted): 100 = growth as untreated, 0 = no growth, -100 = all killed.
# UO-31: UO-31 renal cancer. 81,000 compounds, 5.2% hits. AID 1794768
# SN12C: SN12C renal cancer cells; 81,000 compounds, 3.8% hits
# U251: U251 CNS tumor cells; 80,000 compounds, 5.4% hits
# TK-10: TK-10 renal cancer cells | AID 1794769 | 81,000 compounds, 3.9% hits
# RXF 393: RXF 393 renal cancer cells; AID 1794773; 77,000 compounds, 6.9% hits
# 786-0: 786-0 renal cancer cells. 81,000 compounds, 5.1% hits
# A498: A498 renal cancer cells; 76,000 compounds, 5.4% hits
# CAKI-1: CAKI-1 renal cancer. AID 1794772. 75,000 compounds, 4.7% hits
# ACHN: ACHN renal cancer | AID 1794771 | 81,000 compounds, 4.9% hits
# Starred values were filed as active, the others as inactive; x = no result given; & = joins results of further samples; [ ] = dose if it differs, or a comment. Rule for the calls: active = growth percent below 10; inactive = the rest.
(1) COc1ccc(-c2[nH]ncc2CNc2ccc3ccccc3c2)cc1
(2) CCCCCCC(C)Br (stereo not drawn)
(3) Cc1ccc(CCC(=O)O)cc1
(4) NC(CC(=O)O)C(=O)O (stereo not drawn)
(5) Cc1c(C(C)C)cc(C(C)C)cc1C(C)C
(6) CCn1c2ccccc2nc2cc3c(cc21)c(Cl)c(=O)c1ccccc13
Compound	1	2	3	4	5	6
SN12C	88	109	98	105	x	92
786-0	103	102	x	108	94	103
U251	98	108	105	x	101	94
UO-31	41	96	x	92	97	64
ACHN	90	107	104	109	104	80
RXF 393	98	89	114	119	132	92
A498	127	96	106	116	108	117
TK-10	103	104	108	110	106	129
CAKI-1	83	98	115	99	100	88

(7) O=C1NC(=O)C(c2ccccc2)(c2ccccc2)N1Cc1cn(-c2c3ccccc3nc3ccccc23)nn1
(8) Cc1nn(-c2ccccc2)c2nc3c(nc12)c(=O)oc1ccccc13
(9) Nc1c(Cl)cc(C(=O)O)cc1Cl
(10) CCN1CCN(CCNc2nccc(-c3c(-c4ccc(F)c(O)c4)nc4occn34)n2)S1(=O)=O
(11) O=C1CCc2ccc(OCc3cn(Cc4ccccc4Cn4cc(COc5ccc6c(c5)NC(=O)CC6)nn4)nn3)cc2N1
(12) CC(C)CCc1nc2ccc(NCc3ccc(OCCN4CCCCC4)cc3)cc2[nH]1
Compound	7	8	9	10	11	12
SN12C	84	85	104	34	94	73
786-0	87	80	100	57	108	92
U251	91	86	98	46	97	90
UO-31	62	64	94	4.4*	93	51
ACHN	82	77	110	16	96	99
RXF 393	86	99	106	26	100	95
A498	78	113	119	49	113	107
TK-10	75	114	114	45	115	119
CAKI-1	73	77	98	18	94	90

(13) Cc1ccc2c(c1)c(Sc1ccc(C(=O)NO)cc1)c1n2CN(C)CC1
(14) N#C/C(=N\Nc1ccc(S(=O)(=O)O)cc1)C(N)=O
(15) COc1ccc(CN2C(=O)CSC2c2ccccc2Cl)cc1OC (stereo not drawn)
(16) Cc1ccc(S(=O)(=O)N(C)c2cc(Cl)c(C(=O)O)c(Cl)c2)cc1
(17) Brc1cc2ccccc2s1
(18) Nc1nc(-c2ccnc(Cl)c2)nn1-c1nc2ccccc2s1
Compound	13	14	15	16	17	18
SN12C	9.2*	97	83	105	100	101
786-0	38	99	79	99	100	109
U251	2.2*	92	95	97	94	107
UO-31	46	94	74	94	89	87
ACHN	27	107	84	100	104	97
RXF 393	33	151	114	155	113	108
A498	6.4*	84	82	97	x	96
TK-10	x	112	93	112	93	x
CAKI-1	63	105	66	90	x	95

(19) O=c1[nH]c2ccccc2c(O)c1-c1ccccc1
(20) O=c1nc2onnc2c(/C=N\O)[nH]1
(21) CCCc1ccc(-c2cn(CC(=O)Nc3nc4ccccc4s3)nn2)cc1
(22) CCCCNC(=O)Oc1ccc2c(=O)c3sc4c(=O)c5ccccc5c(=O)c4c3c(=O)c2c1
(23) COC(=O)c1ccc(-c2nc(CSc3nc4ccccc4o3)no2)cc1
(24) O=c1[nH][nH]c(Nc2ccccc2)c1N=Nc1ccc(O)cc1
Compound	19	20	21	22	23	24
SN12C	101	100	96	-86*	98	66
786-0	106	104	101	-37*	97	77
U251	99	97	95	-73*	100	76
UO-31	88	71	63	-57*	93	45
ACHN	103	109	96	-89*	105	55
RXF 393	120	117	121	-87*	116	76
A498	x	x	121	-99*	100	107
TK-10	100	104	108	-95*	95	90
CAKI-1	100	92	77	-75*	101	34

(25) N#CSCC(=O)c1ccc2ccccc2c1
(26) Cn1cc(-c2nc(-c3ccc4ccccc4c3)cs2)c2cc(F)ccc21
(27) CCOC(=O)c1c(C)n2c(=O)cc(C)c3c(OC(C)=O)c(OC(C)=O)cc1c32
(28) CC(C)[C@H](N)C(=O)OCC(CO)OCn1cnc2c(=O)[nH]c(N)nc21 (stereo partly drawn)
(29) O=C1NC(=O)C(c2ccccc2)(c2ccccn2)N1 (stereo not drawn)
(30) Cc1cc(NCCN(C(C)C)C(C)C)nc(/N=C(\N)Nc2ccc(Cl)c(C(F)(F)F)c2)n1
Compound	25	26	27	28	29	30
SN12C	129	94	74	92	108	-46*
786-0	112	90	81	117	112	-100*
U251	105	86	51	100	106	-84*
UO-31	91	88	71	89	80	-91*
ACHN	159	92	58	94	104	-81*
RXF 393	127	78	74	111	107	x
A498	105	63	116	120	x	-89*
TK-10	133	90	96	111	104	-81*
CAKI-1	105	89	72	96	100	x

# Reformatted with two lines to a compound: 16 of the compounds above.
# Each structure is followed by: SN12C, 786-0, U251, UO-31, ACHN, RXF 393, A498, TK-10, CAKI-1
15	COc1ccc(CN2C(=O)CSC2c2ccccc2Cl)cc1OC (stereo not drawn)
 : 83, 79, 95, 74, 84, 114, 82, 93, 66
16	Cc1ccc(S(=O)(=O)N(C)c2cc(Cl)c(C(=O)O)c(Cl)c2)cc1
 : 105, 99, 97, 94, 100, 155, 97, 112, 90
17	Brc1cc2ccccc2s1
 : 100, 100, 94, 89, 104, 113, x, 93, x
18	Nc1nc(-c2ccnc(Cl)c2)nn1-c1nc2ccccc2s1
 : 101, 109, 107, 87, 97, 108, 96, x, 95
19	O=c1[nH]c2ccccc2c(O)c1-c1ccccc1
 : 101, 106, 99, 88, 103, 120, x, 100, 100
20	O=c1nc2onnc2c(/C=N\O)[nH]1
 : 100, 104, 97, 71, 109, 117, x, 104, 92
21	CCCc1ccc(-c2cn(CC(=O)Nc3nc4ccccc4s3)nn2)cc1
 : 96, 101, 95, 63, 96, 121, 121, 108, 77
22	CCCCNC(=O)Oc1ccc2c(=O)c3sc4c(=O)c5ccccc5c(=O)c4c3c(=O)c2c1
 : -86*, -37*, -73*, -57*, -89*, -87*, -99*, -95*, -75*
23	COC(=O)c1ccc(-c2nc(CSc3nc4ccccc4o3)no2)cc1
 : 98, 97, 100, 93, 105, 116, 100, 95, 101
24	O=c1[nH][nH]c(Nc2ccccc2)c1N=Nc1ccc(O)cc1
 : 66, 77, 76, 45, 55, 76, 107, 90, 34
25	N#CSCC(=O)c1ccc2ccccc2c1
 : 129, 112, 105, 91, 159, 127, 105, 133, 105
26	Cn1cc(-c2nc(-c3ccc4ccccc4c3)cs2)c2cc(F)ccc21
 : 94, 90, 86, 88, 92, 78, 63, 90, 89
27	CCOC(=O)c1c(C)n2c(=O)cc(C)c3c(OC(C)=O)c(OC(C)=O)cc1c32
 : 74, 81, 51, 71, 58, 74, 116, 96, 72
28	CC(C)[C@H](N)C(=O)OCC(CO)OCn1cnc2c(=O)[nH]c(N)nc21 (stereo partly drawn)
 : 92, 117, 100, 89, 94, 111, 120, 111, 96
29	O=C1NC(=O)C(c2ccccc2)(c2ccccn2)N1 (stereo not drawn)
 : 108, 112, 106, 80, 104, 107, x, 104, 100
30	Cc1cc(NCCN(C(C)C)C(C)C)nc(/N=C(\N)Nc2ccc(Cl)c(C(F)(F)F)c2)n1
 : -46*, -100*, -84*, -91*, -81*, x, -89*, -81*, x

# The list continues.
(31) CNC(=O)c1ccnc(Cn2nc(C)c(NC(=O)c3ccc(COc4ccc(C(F)(F)F)cc4C)cc3)c2C)c1
(32) c1ccc2c(c1)C(=NN=C1c3ccccc3-c3ccccc31)c1ccccc1-2
(33) Clc1nc(Cl)c2ncn(-c3ccccc3)c2n1
(34) NC(=O)NC(=O)c1nc2ccccc2[nH]c1=O
(35) COc1ccc(N2C(=O)CCC2=O)cc1
(36) CC1(O)c2ccccc2N2C(=O)NC(=O)C23C=CC1O3 (stereo not drawn)
Compound	31	32	33	34	35	36
SN12C	91	104	82	100	99	107
786-0	93	100	89	99	107	104
U251	84	x	43	96	91	107
UO-31	80	70	-77*	93	90	75
ACHN	87	102	69	110	100	92
RXF 393	82	113	56	106	100	114
A498	x	89	x	84	109	113
TK-10	95	117	72	102	98	114
CAKI-1	84	92	-80*	x	96	x

(37) CCC(=O)OC(C)CNC(=O)C(C)OC(=O)CC (stereo not drawn)
(38) COc1cc(-c2c(C#N)c(-c3ccc(Cl)cc3)nc3c2c(-c2ccccc2)nn3-c2ccccc2)ccc1O
(39) Nc1ccc(OCC(=O)N2CCOCC2)c(Cl)c1
(40) CCCCCC(C)(O)CCC (stereo not drawn)
(41) CC1=CC(=O)/C(=C/N2C(=O)/C(=C\c3cccc(O)c3)SC2=S)C(=O)O1
(42) COc1ccc(/C=C(\C#N)C(=O)Nc2cc(-c3ccccc3)nn2-c2ccccc2)cc1
Compound	37	38	39	40	41	42
SN12C	110	89	116	104	94	99
786-0	100	94	97	98	94	100
U251	105	96	104	109	94	101
UO-31	97	90	78	93	66	92
ACHN	107	104	100	101	94	106
RXF 393	115	115	107	109	105	91
A498	94	126	94	102	105	90
TK-10	108	89	102	95	96	96
CAKI-1	93	88	90	95	103	95

(43) CN1CCN(C(=O)c2ccc3cc(CCNc4ncnc5ccc(C#N)cc45)ccc3c2)CC1
(44) CCCCCCCCN(CCCCCCCC)CCCCCCNc1cc(OC)cc2cccnc12
(45) Oc1ccc(CSc2nnc(-c3ccc(Cl)cc3)o2)c2cccnc12
(46) Clc1ccc(CN2COc3c(ccc4cccnc34)C2)cc1Cl
(47) N#Cc1nc(-c2cccs2)oc1NC1CCS(=O)(=O)C1 (stereo not drawn)
(48) CCN(CC)c1ccc2cc(C(Nc3ccc4c(c3)OCO4)c3nnnn3C(C)(C)C)c(=O)oc2c1 (stereo not drawn)
Compound	43	44	45	46	47	48
SN12C	84	63	37	19	111	101
786-0	92	94	28	-63*	99	84
U251	81	85	11	9.3*	105	94
UO-31	71	55	2.8*	-55*	89	76
ACHN	59	91	11	4.6*	107	103
RXF 393	86	108	52	x	132	108
A498	61	110	76	53	109	99
TK-10	79	118	39	26	93	111
CAKI-1	x	72	20	x	x	92

(49) O=C(N/N=C\c1ccccc1O)C1CC1
(50) CN(C)CCCN1c2ccccc2S(=O)c2ccc(Cl)cc21 (stereo not drawn)
(51) Nc1c(S(=O)(=O)O)ccc2ccccc12
(52) O=C(O)C(c1ccccc1)(c1ccccc1)c1ccccc1
(53) CC[C@H](c1ccc(O)cc1)[C@@H](CC)c1ccc(C)cc1
(54) CC(=O)N1CCc2ccc([N+](=O)[O-])cc21
Compound	49	50	51	52	53	54
SN12C	94	91	94	96	x	98&108
786-0	105	100	109	103	86	102
U251	103	104	99	92	95	103&102
UO-31	71	85	83	91	73	92&91
ACHN	108	97	108	99	101	97&95
RXF 393	112	112	113	x	189	104&127
A498	113	91	118	96	107	95&94
TK-10	118	102	100	x	112	93&106
CAKI-1	115	102	x	96	97	107&83

(55) COc1cccc2cc(-c3cc4ccccc4[nH]3)/c(=N\NC(=O)c3ccc(Cl)cc3)oc12
(56) O=C(Cc1ccccc1)NNc1nc(-c2ccccc2)nc2ccccc12
(57) CCN(CC)CCOC(=O)c1ccc([N+](=O)[O-])cc1
(58) CCOc1ccccc1NC1=C(OC)C(=O)C(Nc2ccccc2OCC)=C(OC)C1=O
(59) O=c1c(-c2nc3ccccc3[nH]2)cc2ccccc2n1Cc1cn(Cc2ccc(F)cc2)nn1
(60) c1ccc(-c2nc(N3CCOCC3)c3c4c(sc3n2)CCCCCC4)nc1
Compound	55	56	57	58	59	60
SN12C	43	99	102	97	14	65
786-0	48	102	104	100	-23*	87
U251	35	77	97	97	14	50
UO-31	28	87	86	90	-19*	26
ACHN	17	102	101	103	15	63
RXF 393	46	104	120	117	-25*	x
A498	x	x	101	93	-14*	-6.3*
TK-10	47	127	112	107	22	x
CAKI-1	31	91	100	104	33	35

(61) N#CCCCCCn1c2ccccc2c2c3[nH]c(=O)[nH]c(=O)c3c3c4ccccc4n(CCCCCC#N)c3c21
(62) CCN(CC)CCCC#CCN1CCOCC1
(63) Cc1[nH]c2ncnc(Nc3ccc(NC(=O)Nc4ccc(Cl)c(C(F)(F)F)c4)c(F)c3)c2c1C
(64) Nc1c(C(=O)c2ccc(Br)cc2)sc2nc(-c3cnccn3)cc(-c3cccs3)c12
(65) Nc1nnc(-c2c[nH]c3ccc(F)cc23)c(-c2c[nH]c3ncccc23)n1
(66) CCOc1ccc(/C=C(\C#N)C(=O)Nc2ncc(Cc3ccc(Cl)c(Cl)c3)s2)cc1
Compound	61	62	63	64	65	66
SN12C	26	116	86	110	47	99
786-0	0.2*	105	89	104	44	92
U251	29	91	67	109	38	93
UO-31	61	87	106	91	38	64
ACHN	54	93	77	100	52	54
RXF 393	41	115	37	109	83	110
A498	54	94	91	97	104	111
TK-10	66	106	94	118	83	88
CAKI-1	93	96	75	93	34	46

(67) CCN(CC)CC(O)CNCc1ccccc1 (stereo not drawn)
(68) COc1cc(/C=C/C(=O)/C=C/c2cc3ccc(Cl)cc3[nH]c2=O)ccc1O
(69) CC(=O)[C@H]1CC[C@]2(C)[C@@H]1CC[C@@H]1[C@@]3(C)C/C(=C/c4ccncc4)C(=O)C(C)(C)[C@@H]3CC[C@]12C
(70) CCn1cnc(C[C@H](NC(=O)[C@@H](NC(=O)Nc2cc(C(F)(F)F)cc(C(F)(F)F)c2)C(C)C)C(=O)OC)c1
(71) CCN(CC)CCN1C(=O)c2ccccc2S1(=O)=O
(72) CCC(C)(C)c1ccc(OCCCCN2CCN(c3ccncc3)CC2)cc1
(73) c1ccc2[nH]c(SCc3nc4ccccc4s3)nc2c1
(74) Nc1c(C(=O)N(c2ccccc2)c2ccccc2)sc2nc3c(cc12)C(=O)CCC3
Compound	67	68	69	70	71	72	73	74
SN12C	112	64	81	-87*[100 µM]	106	x	76	101
786-0	90	31	87	-88*[100 µM]	110	-56*	83	104
U251	103	20	104	-94*[100 µM]	94	-12*	105	x
UO-31	82	60	64	-97*[100 µM]	110	40	57	87
ACHN	x	65	107	-99*[100 µM]	99	69	98	110
RXF 393	118	71	60	-86*[100 µM]	106	-7.7*	63	111
A498	123	79	59	-90*[100 µM]	83	89	52	76
TK-10	78	98	65	-99*[100 µM]	98	71	58	113
CAKI-1	x	x	69	x	99	43	57	x

# Screens: PubChem BioAssay, NCI
